# DRD3 antagonist – antagonists of human D3 dopamine receptor; P35462; D3R cells, DiscoveRx beta-arrestin luminescence, antagonist mode; stronger effect = lower value; max response, negative = inhibition, %; actives 2.5% (n = 360,000); in the data active means max response below about -50%; inconclusive means no clear call, values can overlap the other calls; further: on the % scale 0 is the no-effect control and ±100 the full control effect; mostly tested at two doses, the higher about 12 µM
# Target sequence (P35462 whole entry, looked up): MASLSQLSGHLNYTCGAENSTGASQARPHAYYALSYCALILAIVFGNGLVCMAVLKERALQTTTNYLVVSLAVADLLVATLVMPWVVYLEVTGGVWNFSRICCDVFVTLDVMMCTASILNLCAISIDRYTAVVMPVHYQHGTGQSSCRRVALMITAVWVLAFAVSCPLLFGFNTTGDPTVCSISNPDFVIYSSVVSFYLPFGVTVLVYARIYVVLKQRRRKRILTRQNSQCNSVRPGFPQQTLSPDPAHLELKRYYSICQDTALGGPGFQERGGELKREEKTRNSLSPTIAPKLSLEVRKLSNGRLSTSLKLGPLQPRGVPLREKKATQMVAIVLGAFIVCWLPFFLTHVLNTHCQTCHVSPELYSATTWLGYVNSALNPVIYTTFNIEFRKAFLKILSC
#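 Cells expressing the human receptor were seeded at 1500 cells/well, incubated overnight at 37 degrees C in 5% CO2, then exposed to library compounds with dopamine controls for 90 minutes at 37 degrees C before luminescent detection.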
# TDP43 rescue – rescues yeast growth from TDP-43 toxicity; Potency, µM (titrated, usually from 46.1 µM), for inactives: top-dose growth rescue (activation), hits mostly activators; AID 652104; actives 1.8% (n = 410,000); TDP-43 expressing yeast growth rescue, BacTiter-Glo, 24 h; further: potency means the concentration at half of the fitted maximal effect; % of control where 0% means no effect; nearly all actives have a fitted effect of over 50% in size
#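 Yeast cells expressing TDP-43 under galactose induction are exposed to compounds for 24 hr at 30 deg C. BacTiter-Glo luminescence measures growth, so protective compounds score as activators.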
# aSyn rescue – alpha-synuclein toxicity inhibition in yeast; Yeast expressing alpha-synuclein, growth rescue, BacTiter-Glo, 24 h; Potency, µM (top dose mostly 46.1 µM), for the others: at the highest dose growth rescue (activation), usual class: activators; actives 0.14% (n = 370,000); further: potency means the concentration at half of the fitted maximal effect; % of control where 0% means no effect; nearly all actives have a fitted effect of over 65% in size
#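 Readout is rescue of growth in alpha-synuclein-expressing yeast, so inhibitors of toxicity appear as activators. Growth after 24 hr at 30 deg C in galactose medium is quantified by luminescence.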
# GLP-1R agonist – agonists of human GLP-1 receptor; P43220; HEK293 GLP-1R CRE-luciferase, luminescence, 4-6 h; cells express a hypersensitive GLP-1R form; Potency, µM (series often up to 45.6 µM), inactives show top-dose activation, hits mostly activators; actives 0.007% (n = 380,000); AID 624172; further: potency means the concentration at half of the fitted maximal effect; % of control where 0% means no effect
# DRD3 agonist – D3 dopamine receptor (human) agonism | P35462 | D3R DiscoveRx beta-arrestin cells, luminescence, 90 min | max activation, % | actives 0.58% (n = 410,000) | AID 652048; in the data active means max activation above about 30%; further: 0% is about no effect; mostly tested at two doses, the higher about 12 µM
#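 Cells at 1500/well, incubated overnight, then treated with pinned compounds (dopamine as control) for 90 min at 37 degrees C. DiscoveRx reagent added for 30 - 60 minutes at room temperature; luminescence read.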
# GLP1R cytotox – cytotoxicity in counter-screen for GLP-1R inverse agonists; Potency, µM (doses to about 38.3 µM), inactives show top-dose activity change, negative = inhibition, actives largely listed as inhibitors; HEK293 cAMP-luciferase reporter cells, luminescence, 24 h; actives 0.13% (n = 410,000);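 further: loss of luciferase light is scored as toxicity; potency means the concentration at half of the fitted maximal effect; on the % scale 0 is the no-effect control and ±100 the full control effect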
#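 Quantitative HTS format, 1536 wells, 200 cells/uL seeded. Compounds: 23 nL, 24 h, 37 °C. Detection: luciferase reagent, luminescence at 12 min RT; decreased signal taken as cytotoxic.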
# GLP-1R inv ag – acts as inverse agonist at human GLP-1 receptor. actives 1.6% (n = 410,000). HEK293 GLP-1R CRE-luciferase, luminescence, 24 h; GLP-1R form is constitutively active. P43220. Potency, µM (series often up to 38.3 µM), for the others: at the highest dose activity change, negative = inhibition, hits mostly inhibitors; further: potency means the concentration at half of the fitted maximal effect; on the % scale 0 is the no-effect control and ±100 the full control effect; nearly all actives have a fitted effect of over 55% in size
#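 Constitutively active GLP-1R drives a cAMP-responsive luciferase in stably transfected HEK293 cells; test compounds are added after overnight (12 h) attachment and left 24 hr, and signal loss in luminescence marks inhibition.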
# PTHR1 ag – activates the human parathyroid hormone receptor PTHR1 | Q03431 | HEK293 GP2 PTHR1 cells, GloSensor cAMP luminescence, 1 h | Potency, µM (doses to about 115 µM), for inactives: at the highest dose activation, hits mostly activators | actives 0.075% (n = 410,000); further: potency means the concentration at half of the fitted maximal effect; nearly all actives have a fitted effect of over 55% in size; some results filed as inactive show a strong effect at the top dose; inactives centre near -15; many of its hits are not listed in these tables
# Target sequence (Q03431 whole entry, looked up): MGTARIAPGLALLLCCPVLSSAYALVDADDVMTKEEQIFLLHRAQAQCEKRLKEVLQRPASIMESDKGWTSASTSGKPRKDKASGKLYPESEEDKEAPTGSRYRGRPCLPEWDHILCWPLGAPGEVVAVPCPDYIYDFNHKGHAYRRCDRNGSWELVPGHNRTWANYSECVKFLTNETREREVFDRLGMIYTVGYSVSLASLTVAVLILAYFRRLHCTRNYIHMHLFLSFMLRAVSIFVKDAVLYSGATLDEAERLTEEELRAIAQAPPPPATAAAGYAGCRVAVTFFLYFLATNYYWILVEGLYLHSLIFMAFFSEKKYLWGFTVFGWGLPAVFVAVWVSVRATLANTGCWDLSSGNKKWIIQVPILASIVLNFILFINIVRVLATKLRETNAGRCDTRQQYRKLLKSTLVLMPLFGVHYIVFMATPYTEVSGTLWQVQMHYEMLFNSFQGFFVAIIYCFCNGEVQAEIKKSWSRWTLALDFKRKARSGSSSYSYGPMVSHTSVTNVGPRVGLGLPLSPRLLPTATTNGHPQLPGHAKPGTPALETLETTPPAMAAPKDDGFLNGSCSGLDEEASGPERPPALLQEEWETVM
#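 HEK-293-derived GP2 cells expressing PTHR1 and a GloSensor cAMP reporter, 3,000/well, plated overnight, given luciferin plus IBMX (each 0.5 mM as added) for 1 h at 37 °C, then compound for 1 h at 37 °C. Luminescence was read after 15 min at room temperature.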
# KB-V1 cytotox – KB-V1 MDR subline cytotoxicity; KB-V1 MDR cells viability, CellTiter-Glo, 72 h; Potency, µM (highest dose often 46.1 µM), for inactives: top-dose activity change, negative = cytotoxicity, actives largely listed as cytotoxic; actives 3.4% (n = 400,000); further: potency means the concentration at half of the fitted maximal effect; on the % scale 0 is the no-effect control and ±100 the full control effect; nearly all actives have a fitted effect of over 60% in size
#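 Potencies derive from concentration-effect curves fitted to normalized luminescence (CellTiter-Glo) of KB-V1 cells treated for 72 h at 37 degrees C in phenol-red-free DMEM containing 10% FBS.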
# * marks the source's active call; other numbers are inactive results; i = inactive; ? = inconclusive; nt = no result given; [ ] = another dose, or the depositor's remark. Unless noted, the call rests on the fitted dose curve; in most records, active means well fitted curve in the direction sought with a large enough effect; inconclusive means small, poorly fitted or top-dose-only effect, or another doubt; inactive means no such curve, though single readings can be large; an effect the other way counts as inactive or inconclusive. An excerpt; the hit share may differ from the screen's.
no.	SMILES	DRD3 antagonist	TDP43 rescue	aSyn rescue	GLP-1R agonist	DRD3 agonist	GLP1R cytotox	GLP-1R inv ag	PTHR1 ag	KB-V1 cytotox
1	Cc1ccc(C)n1-c1ccc(N2CCOCC2)c([N+](=O)[O-])c1	-8	0%	-9%	20%	-2	-13%	55%[activator]	-16%	-27%
2	CC(=O)c1cccc(NC(=O)N2CCCc3ccccc32)c1	-12	?	10%	0%	0	16%	-12%	i	5%
3	Cn1cc(CCNC(=O)C2CCC(=O)N(CCc3ccc(Cl)cc3)C2)cn1 (stereo not drawn)	8	7%	0%	-1%	3	1%	1%	i	nt
4	Cn1nccc1C(=O)N1CCN(c2ccccc2Cl)CC1	-13	?	1%	-1%	-1	2%	2%	i	5%
5	COc1ccc2sc(NC(=O)NC(=O)c3c(Cl)cccc3Cl)nc2c1	-28	-3%	0%	0%	-17	-9%	?	-32%[inhibitor]	-4%
6	CCc1nc2c(OCCn3cccc3)cccn2c1N(C=O)Cc1ccccc1	-13	13%	-4%	-4%	45*	-1%	-24%	i	-15%
7	CC(C)C(=O)Nc1nc(-c2ccc3c(c2)CCN3C(=O)C2CC2)cs1	10	?	-9%	14%	7	-18%	-24%	-37%[inhibitor]	-30%
8	O=C(COC(=O)CCCN1C(=O)c2ccccc2C1=O)Nc1ncc(Cl)cc1Cl	11	7%	-6%	1%	9	-6%	21%	22%[57.5 µM]	-10%
9	CCC(=O)Nc1ccc(C(=O)Nc2cccc(C)n2)cc1	0	-2%	-4%	0%	-2	-4%	9%	i	-8%
10	COC(=O)c1ccccc1NC(=O)c1ccccc1N(C)S(=O)(=O)c1ccccc1	-27	-17%	-1%	3%	0	5%	14%	i	-3%
11	CCCC(=O)Nc1cccc(NC(=S)NC(=O)C(C)Oc2ccc(Cl)cc2Cl)c1 (stereo not drawn)	-18	23%	1%	-12%	6	-9%	?	i	20%
12	Cn1cccc1C(=O)Nc1ccc(Cl)c(S(=O)(=O)N2CCCCC2)c1	-2	8%	-3%	-26%	-13	-1%	?	-15%	21µM*
13	CCCOc1ccccc1Cn1c(=O)oc2ccc(C)cc21	-13	?	-4%	3%	1	1%	?	-42%[inhibitor]	-12%
14	O=C1/C(=C/c2ccc([N+](=O)[O-])cc2)Oc2cc(O)ccc21	-2	-4%	0%	4%	7	-6%	20%	-42%[inhibitor]	-5%
15	COc1ccc(-c2csc(N3CCN(C(=O)c4ccco4)CC3)n2)cc1	40	20µM*	-15%	2%	8	-9%	-17%	-50%[inhibitor]	-6%
16	COc1cccc(C(=O)Nc2cccc(C(=O)OCc3cc(=O)n4nc(C5CC5)sc4n3)c2)c1	nt	10%	nt	nt	5	-5%	5%	-44%[inhibitor]	1%
17	COCCNC(=O)C(c1ccco1)N(C(=O)Cn1nnc2ccccc21)c1ccc(C)cc1C (stereo not drawn)	-1	-17%	5%	1%	6	-2%	-26%	-22%[57.5 µM]	1%
18	N#Cc1cccc(-n2nnnc2-c2ccc3c(c2)OCO3)c1	14	11%	-9%	-3%	0	-2%	0%	i	15%
19	CCN(CC)c1ccc2c(C)c(CO)c(=O)oc2c1	-17	12%	-3%	12%	8	nt	74%[activator]	i	-2%
20	Nc1c(C(=O)Nc2ccccc2Cl)c2ccccn2c1C(=O)c1ccc(Cl)cc1	nt	-5%	nt	nt	-8	37%[activator]	-9%	i	17%
21	COc1ccc(N2CCN(c3ccc(-c4nc(-c5ccccc5C)no4)cc3[N+](=O)[O-])CC2)cc1	nt	0%	nt	nt	-6	-8%	17%	-14%	?
22	Cc1onc(-c2c(Cl)cccc2Cl)c1C(=O)NCCc1ccc(S(N)(=O)=O)cc1	0	-13%	-1%	1%	-5	5%	0%	15%[57.5 µM]	?
23	CCN(CC)N=Nc1ccc(C(=O)O)cc1	6	0%	7%	-3%	8	-4%	13%	-9%	36%
24	Cc1cccc2sc(NC(=O)c3ccc(OCC4CCCO4)cc3)nc12 (stereo not drawn)	24	-8%	13%	0%	4	8%[7.66 µM]	-8%[7.66 µM]	-94%[inhibitor]	?
25	CSC1=NCCN1S(=O)(=O)c1ccc(F)cc1	5	0%	-12%	-2%	-1	5%	-3%	-10%	-22%
26	Cc1cc(C)nc(N2CCC(C(=O)Nc3ccc4c(c3)CCC4)CC2)n1	12	-15%	4%	-13%	-5	-4%	0%	i	0%
27	Cc1nnc(N2CCC(C(=O)Nc3ccc(F)cc3)CC2)c2nn(-c3ccc(Cl)cc3)c(C)c12	nt	16%	nt	nt	-9	?	?	-1%	2%
28	Cc1ccccc1Nc1nnc(-c2ccc(C)c(S(=O)(=O)N3CCOCC3)c2)c2ccccc12	nt	-3%	nt	nt	-15	0%	-7%	-29%	-8%
29	COc1ccc(/C=N/N=C2/NC(=O)C(CC(=O)O)S2)cc1OCc1ccc(Cl)cc1Cl (stereo not drawn)	9	12%	7%	-6%	6	-6%	-1%	i	?
30	COc1ccc(NS(=O)(=O)c2ccc3c(c2)NC(=O)C(C)S3)cc1 (stereo not drawn)	3	2%	3%	2%	0	-18%	?	i	-2%

# 2 compounds from above, reduced to PTHR1 ag.
no.	Molecule	PTHR1 ag
4	Cn1nccc1C(=O)N1CCN(c2ccccc2Cl)CC1	i
6	CCc1nc2c(OCCn3cccc3)cccn2c1N(C=O)Cc1ccccc1	i

# Following part
no.	SMILES	DRD3 antagonist	TDP43 rescue	aSyn rescue	GLP-1R agonist	DRD3 agonist	GLP1R cytotox	GLP-1R inv ag	PTHR1 ag	KB-V1 cytotox
31	CN1CCN(S(=O)(=O)c2ccc(Cl)c(C(F)(F)F)c2)CC1	2	-4%	4%	-8%	4	3%	-13%	-14%	?
32	CC(C)c1ccc(NC2CCCN(C(=O)c3ccnc(Cl)c3)C2)cc1 (stereo not drawn)	-3	19%	9%	-5%	10	-1%	?	i	-22%
33	Cc1ccc(Nc2nc(CSc3nnc(-c4cccnc4)n3-c3ccccc3F)cs2)cc1	-10	0%	-5%	9%	-4	6%	4%	i	-16%
34	N#C/C(=C\c1c(Cl)cccc1Cl)c1nc2ccccc2[nH]1	-22	11µM*	-46%[inhibitor]	-1%	-6	6%	?	-11%	-29%
35	CC1CCCCC1NC(=O)CN1C(=O)NC(C)(c2ccc(OC(F)F)cc2)C1=O (stereo not drawn)	-16	14%	-1%	-1%	3	13%	17%	i	?
36	O=C(NCc1n[nH]c(=S)n1-c1ccccc1)c1ccc(S(=O)(=O)N2CCOCC2)cc1	-2	1%	-4%	-5%	-28	3%	7%	i	13%
37	COC(=O)c1c(NC(=O)CCCOc2cccc(C)c2)sc2c1CCC(C)C2 (stereo not drawn)	nt	-7%	nt	nt	-15	11%	4%	-14%	0%
38	COc1ccc2c(C)nc(N/C(N)=N/S(=O)(=O)c3ccc(C)cc3)nc2c1	5	3%	1%	5%	9	5%	19%	-10%	-18%
39	CC(=O)N1CCN(S(=O)(=O)c2cccc(C(=O)NNC(=O)COc3c(C)cccc3C)c2)CC1	10	5%	8%	1%	-2	-1%	1%	i	?
40	CCc1ccccc1N(C(=O)c1ccco1)C(C(=O)NC1CCCC1)c1cccnc1 (stereo not drawn)	-14	-23%	-2%	7%	-13	-3%	-3%	8%	-1%
41	CCOC(=O)CNC(=O)Cn1cnc2c(nnn2-c2ccc(C)cc2)c1=O	-26	-17%	-15%	11%	15	4%	0%	i	20%
42	COc1ccc(NC(=O)C2=CC(c3ccc(OC)c(OC)c3)=NS(=O)(=O)N2C)cc1	4	6%	0%	-7%	4	?	?	-37%[inhibitor]	?
43	O=C(c1ccccc1)C1OC1C(=O)c1ccccc1 (stereo not drawn)	-15	13%	-46%[inhibitor]	-2%	5	-24%	?	-22%	?
44	Cc1ccc(NC(=O)CCNS(=O)(=O)c2ccc(Br)cc2)cc1S(=O)(=O)N1CCOCC1	8	15%	-1%	14%	11	9%	?	-33%[inhibitor]	15%
45	COc1cc(-c2nc(-c3ccc4c(c3)[nH]c(=O)n4C)no2)cc(OC)c1OC	nt	11%	0%	-5%	1	-2%	23%	-5%	?
46	Cc1ccc(S(=O)(=O)N2CCNC(=O)C2)c(C)c1	15	-3%	-4%	14%	6	-1%	1%	1%	18%
47	COc1ccc(CCNC(=O)CSC2=NS(=O)(=O)c3cc(F)ccc3N2)cc1OC	?	-9%	21%	-2%	-13	6%	5%	-6%	6%
48	N#Cc1c(NCCO)nc(NCc2ccccc2)c2c1CCN(Cc1ccccc1)C2	-6	0%	6%	10%	2	217%[activator]	?	-1%[57.5 µM]	-7%
49	N=c1ccccn1CC(O)COc1ccccc1 (stereo not drawn)	17	-3%	5%	-10%	2	4%	-1%	i	-5%
50	COc1ccccc1NS(=O)(=O)c1cccc(C(=O)N2CCCC2)c1	-6	15%	0%	-2%	8	-2%	-2%	-8%	?
51	Cn1c(=O)c2c(nc(N3CCOCC3)n2CCSc2ncccn2)n(C)c1=O	26	27%	0%	0%	-4	-6%	5%	i	17%
52	O=C(N/N=C/C(Cl)=C/c1ccc([N+](=O)[O-])cc1)C(=O)Nc1cccc(C(=O)O)c1	7	8%	-5%	-1%	-8	-18%	59%[activator]	i	?
53	COc1ccccc1-c1cc2nc(C)c(CCC(=O)NCc3cccc(Cl)c3)c(C)n2n1	nt	-8%	nt	0%	-2	19%	?	i	-10%
54	N#C/C(=C/c1ccccc1)c1nn(CCO)c(N)c1C#N	-1	-23%	0%	4%	5	-18%	51%[activator]	i	9%
55	Cc1nn2c(-c3ccccc3)cc(-c3ccccc3)nc2c1-c1ccc(Cl)cc1	nt	1%	nt	nt	-19	4%	4%	?	-2%
56	Cc1cc(C)cc(NCCC#N)c1	15	-15%	2%	-8%	2	-12%	-27%	i	-11%
